BCLXL inh – inhibitors of human Bcl-xL, primary screen, biochemical, fluorescence polarization, HTS. GST-Bcl-xL / FITC-Bim BH3 peptide fluorescence polarization. inhibition, % at 10.9 µM. hit rate 0.7% among 320,000. AID 2129, 2009;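 active = inhibition above the mean of all tested compounds plus 3 SD, cutoff set per campaign, cut at about 30% in these data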;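 also: 0% = DMSO wells and 100% = unlabeled Bim-BH3 peptide competitor; inhibitors lower millipolarization by displacing the labeled peptide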
Target sequence (Q07817 whole entry, looked up): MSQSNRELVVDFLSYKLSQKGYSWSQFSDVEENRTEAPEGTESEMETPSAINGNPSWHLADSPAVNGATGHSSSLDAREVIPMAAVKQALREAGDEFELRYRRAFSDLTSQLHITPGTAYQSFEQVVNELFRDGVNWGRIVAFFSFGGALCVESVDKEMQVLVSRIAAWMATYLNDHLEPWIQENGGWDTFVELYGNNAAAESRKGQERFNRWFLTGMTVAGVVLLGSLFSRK
MEX-5 binding – MEX-5 zinc finger RNA-binding disruptors – biochemical, C. elegans, fluorescence polarization, MLPCN library, primary screen | Zinc finger protein mex-5 (Caenorhabditis elegans), Q9XUB2 | MEX-5/FITC-TCR2 RNA binding; stronger effect = lower value | activity score (negative = inhibition of binding), % at 10 µM | hit rate 0.38% among 300,000 | AID 1832, 2009;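 active = inhibition past about -25% in most replicates, and total fluorescence under double the plate's negative control median, limit read from the data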;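 also: 0% = DMSO and -100% = 5 µM competing unlabeled TCR2 RNA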
EBNA-1 inhibitor – EBNA-1 DNA-binding inhibitors, primary screen, biochemical, fluorescence polarization. inhibition, % at 14.8 µM. hit rate 0.34% among 300,000. AID 1950, 2009; in the data active = inhibition above about 28%
GLD-1 TGE inh – GLD-1/TGE RNA complex disruptors, primary screen, biochemical, fluorescence polarization; hit rate 0.44% among 320,000; AID 2280, 2010; purified GLD-1 + fluorescein TGE RNA; Female germline-specific tumor suppressor gld-1 (Caenorhabditis elegans), Q17339; inhibition, % at 5.96 µM;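 active = percent inhibition above a per-plate cutoff, the plate mean of test compounds plus 3 SD, cut at about 30% in these data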;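 also: 0% = DMSO wells with GLD-1 and probe and 100% = wells lacking GLD-1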
Target sequence (Q17339 whole entry, looked up): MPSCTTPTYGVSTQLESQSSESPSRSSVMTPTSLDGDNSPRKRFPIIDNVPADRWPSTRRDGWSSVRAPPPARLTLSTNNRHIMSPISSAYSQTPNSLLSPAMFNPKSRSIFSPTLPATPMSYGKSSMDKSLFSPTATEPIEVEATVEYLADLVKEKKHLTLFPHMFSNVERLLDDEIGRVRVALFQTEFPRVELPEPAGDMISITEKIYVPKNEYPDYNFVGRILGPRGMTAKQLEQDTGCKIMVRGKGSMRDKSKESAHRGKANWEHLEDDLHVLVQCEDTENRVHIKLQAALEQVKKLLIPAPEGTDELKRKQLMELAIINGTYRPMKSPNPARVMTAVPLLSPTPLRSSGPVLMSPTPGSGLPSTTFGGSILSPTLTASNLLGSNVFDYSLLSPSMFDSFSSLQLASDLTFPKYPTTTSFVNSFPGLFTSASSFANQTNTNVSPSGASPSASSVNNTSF
CR mimetic SO – reduction of superoxide in aged yeast, primary screen, HTS; hit rate 0.18% among 330,000; superoxide response (% of plate mean), % at 10 µM; S. cerevisiae aged cells, superoxide DHE fluorescence; stronger effect = lower value;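 active = superoxide response under a set limit, about three screen SD below normal, cut at about 65% in these data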;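 also: yeast aged for seven days with compound at 30 °C before DHE staining; 100% = average MFI of all compound-treated wells on the plate with controls excluded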
Fam108B inh – mouse Fam108B serine hydrolase inhibitors, primary screen, counter-screen for RBBP9 inhibitor project, biochemical, fluorescence polarization; inhibition, % at 9.51 µM; AID 1947, 2009; hit rate 0.33% among 300,000; recombinant Fam108B, FP-Rh probe fluorescence polarization;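 active = inhibition above the screen mean inhibition plus 3 SD, computed separately per campaign, cut at about 18% in these data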;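 also: inhibitors lower polarization as less probe binds the enzyme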
Efflux pump mplx – inhibitors of Candida efflux pumps in yeast, primary screen, S. cerevisiae, Nile Red, multiplex. S. cerevisiae Candida pump triplex. inhibition, % at 10 µM. hit rate 0.44% among 330,000. AID 485275, 2010;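 active = plate passing quality check with inhibition over a set limit, or well fluorescence over plate mean plus 4 SD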;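 also: Nile Red retained in pooled yeast measured as flow cytometry median fluorescence; 0% = buffer negative control and 100% = Enniatin B positive control; higher means more Nile Red kept so more efflux inhibition; some compounds called inactive have numbers as strong as hits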
ZTA DNA inh – blocks Epstein-Barr virus ZTA, an EBNA-1 counter-screen; P03206; ZTA-DNA binding, fluorescence polarization; inhibition, % at 11 µM; hit rate 0.15% among 320,000; AID 2234; in the data active = inhibition above about 33%
MCL1 BIM primary – inhibitors of MCL1 binding to BIM-BH3, primary screen, biochemical, fluorescence polarization; GST-MCL1 / FITC-Bim-BH3 fluorescence polarization; inhibition, % at 10.9 µM; AID 2057, 2009; Induced myeloid leukemia cell differentiation protein Mcl-1 (Homo sapiens), Q07820; hit rate 0.68% among 320,000;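 active = inhibition above the mean inhibition of all tested compounds plus 3 SD, set per campaign, cut at about 40% in these data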;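 also: 0% = DMSO wells and 100% = unlabeled Bim-BH3 peptide control; higher means more loss of mP so more displacement of Bim peptide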
Target sequence (Q07820 whole entry, looked up): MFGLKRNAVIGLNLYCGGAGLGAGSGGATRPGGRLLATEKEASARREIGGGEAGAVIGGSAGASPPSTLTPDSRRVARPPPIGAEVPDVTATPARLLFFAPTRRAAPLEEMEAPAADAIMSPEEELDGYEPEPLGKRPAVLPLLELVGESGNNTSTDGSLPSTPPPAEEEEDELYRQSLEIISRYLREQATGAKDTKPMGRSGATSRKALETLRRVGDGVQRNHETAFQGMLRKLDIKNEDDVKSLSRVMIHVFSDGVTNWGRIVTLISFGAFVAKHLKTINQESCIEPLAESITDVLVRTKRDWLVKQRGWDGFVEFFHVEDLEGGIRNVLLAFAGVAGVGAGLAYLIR
An asterisk follows results filed as active; nt = no result given. No enrichment for hits. Share with any hit: about 2.3%.

Compound	BCLXL inh	MEX-5 binding	EBNA-1 inhibitor	GLD-1 TGE inh	CR mimetic SO	Fam108B inh	Efflux pump mplx	ZTA DNA inh	MCL1 BIM primary
CCCC1(c2ccccc2)NC(=O)N(CC(=O)Nc2cc(C)ccc2OC)C1=O (centres undefined)	-4	-1.7	8	-2	104	2	0.0	2	-2
O=C(N/N=C/c1ccoc1)c1ccccc1O	4	-1.0	2	1	99	5	-0.1	-16	36
C=CCn1c(SCC(=O)NC2CCS(=O)(=O)C2)nnc1-c1ccc(Cl)cc1 (centres undefined)	1	-0.1	-2	0	103	2	0.1	-8	2
CCc1nnc(NS(=O)(=O)c2ccc(N=CC3=C(O)CC(C)(C)CC3=O)cc2)s1	4	1.4	6	4	116	-2	0.2	-14	1
CC(C)(C)OC(=O)N1CCCN(C(=O)Nc2cccc(Cl)c2)CC1	6	0.1	7	1	92	3	0.0	-6	3
CCOC(=O)C(NC(=O)c1ccccc1)(OCc1ccc(F)cc1)C(F)(F)F (centres undefined)	-2	-1.1	-4	1	90	3	0.4	10	-1
Cc1ccc2c(c1)C1CC(C)(O2)N(c2cccc(C(=O)N3CCN(c4ccccn4)CC3)c2)C(=O)N1 (centres undefined)	8	nt	-1	0	105	6	0.2	-14	6
Cc1cccc(C(=O)NC2CCN(CC(=O)N3CCOCC3)CC2)c1	2	0.1	-5	-5	108	3	0.1	-6	-1
COc1ccc(C)cc1NC(=O)CO/N=C(\N)CC(=O)NC1CCCCC1	-2	nt	nt	-8	90	nt	-0.2	6	-13
O=C(Nc1ccccc1N1CCN(c2ccccc2)CC1)c1cccc(F)c1	-2	-2.8	-9	7	96	1	1.0	-6	-5
C/C(CC(=O)Nc1ccc(Cl)cc1)=N\NC(=O)C(=O)NCCO	2	-0.3	9	-1	103	-2	0.1	-4	1
O=C(CSc1nc(C(F)(F)F)cc(=O)[nH]1)N1CCOCC1	5	2.6	7	5	90	0	-0.1	6	4
COC(CNC(=O)c1ccc(-n2c(=S)[nH]c3ccccc3c2=O)cc1)OC	3	-2.2	-3	10	96	2	-0.1	15	4
COc1cc(OC)cc(C(=O)OCC(=O)c2cc(C)n(CC3CCCO3)c2C)c1 (centres undefined)	1	nt	nt	4	95	nt	-0.1	4	2
CCC(C(=O)OCC(=O)Nc1ccccc1-c1ccccc1)c1ccccc1 (centres undefined)	1	nt	5	-4	97	-1	0.5	-1	-3
COC(OC)c1ccc(C#N)c(=O)[nH]1	2	-0.7	2	2	120	-2	0.0	-6	2
CCOc1ccc(S(=O)(=O)N(CC(=O)NCC(F)(F)F)Cc2ccco2)cc1	-14	-3.0	-7	-5	100	-3	0.4	1	-23
CCN1CCc2c(sc(NC(=O)CN3C(=O)c4ccccc4C3=O)c2C(N)=O)C1	1	-3.0	-5	5	90	1	0.0	-5	-8
C/C(O)=C(\N=Nc1cc(C)ccc1O)C(N)=O	4	-0.6	12	3	93	2	-0.3	5	4
Cc1noc(C)c1C(=O)OCC(=O)Nc1cc(S(=O)(=O)N2CCOCC2)ccc1Cl	0	-1.9	2	4	89	1	0.2	3	5
CC(C)C12CN3CC(C(C)C)(CN(C1)C3c1ccc3c(c1)OCO3)C2=O (centres undefined)	8	-1.3	-2	-5	96	0	0.3	8	8
N#Cc1nc(-c2ccccc2)oc1NCCCn1ccnc1	2	-4.8	7	5	78	5	-0.1	2	7
CN(C)S(=O)(=O)c1ccc(N2CCCC2)c(C(=O)OCC(=O)NC2CCCCC2)c1	-2	4.1	-4	4	118	1	0.0	-4	-3
Cc1ccc(C)c(Nc2c([N+](=O)[O-])cc(C(=O)N3CC(=O)Nc4ccccc43)cc2[N+](=O)[O-])c1	0	3.6	-10	0	102	-2	0.1	15	1
COc1ccc(-c2c[n+](CC(=O)c3ccccc3)c3n2CCCCC3)cc1	0	-0.6	-8	-1	107	-6	0.1	-11	-4
CC(=O)Nc1ccc2c(c1)C(=O)N(c1cccc(C)c1)C2=O	7	-4.4	-2	4	101	2	0.0	-3	1
Cc1ccc(/C=C/C(=O)c2c(C)nc3ccccn23)cc1	4	-3.7	7	3	93	-5	0.0	-7	3
COc1ccc(NC(=O)C2CCOC(C)(C)C2)cc1 (centres undefined)	1	0.3	0	1	75	2	0.0	3	1
CCC(C)[C@H](NC(=O)Nc1cccc(OC)c1)C(=O)OC (some centres undefined)	0	-0.6	-9	5	108	-2	0.2	-17	-1
COc1ccc(-c2oc3ccccc3c2C(=O)Oc2ccccc2)cc1	-3	0.8	10	3	86	-7	-0.1	5	-8
CCOC(=O)c1ccccc1NC(=O)Cn1cnc2c(cnn2-c2ccc(OC)cc2)c1=O	8	nt	-8	0	85	-6	0.0	-8	-4
CN(C)S(=O)(=O)c1ccc(C(=O)Nc2cc(=O)n(C)c(=O)n2C)cc1	-5	-1.2	0	0	117	-3	0.4	6	2
CCOc1ccc(S(=O)(=O)Nc2ccccc2C(=O)N2CCCC2)cc1	6	1.2	-1	-2	105	5	-0.1	-3	-4
CC(=O)c1cnc(-c2ccccc2Cl)s1	-1	0.1	-3	1	89	-1	0.0	6	-5
Cc1cc(C)c(-c2cc(NC(=O)COC(=O)c3ccc(CO)cc3)n(-c3ccccc3)n2)cc1C	4	0.9	2	-4	103	3	0.2	-4	7
Cn1c(=O)c2c(ncn2CC(O)CNc2ccc(Br)cc2)n(C)c1=O (centres undefined)	5	0.0	1	-2	97	0	-0.2	-11	-2
CCC1(CC)Cc2ccccc2-c2nc(CCl)[nH]c(=O)c21	6	1.6	2	9	102	-2	0.0	7	4
O=c1/c(=C/c2ccco2)sc2nc(-c3ccccc3Br)nn12	19	nt	-10	-6	108	-3	0.3	-10	25
S=c1nc(-c2ccc(Br)cc2)[nH]c2ccccc12	11	1.3	-7	-7	72	-9	0.2	-3	8
Cc1cccc(C)c1-n1c(C)nn(Cc2ccc([N+](=O)[O-])cc2)c1=O	-1	-1.0	-12	-5	99	-1	0.0	5	-2
CCOC(=O)Cc1c(C)nc2c(-c3cccc(Br)c3)cnn2c1C	-1	nt	-3	6	98	-3	-0.2	-3	0
CCn1cc(C(=O)N2CCN(C(=O)c3ccco3)CC2)c2cc(OC)c(OC)cc2c1=O	-2	-3.0	-3	0	103	-1	0.1	2	0
CCCS(=O)(=O)N1CCCC(C(=O)c2cccc(Cl)c2)C1 (centres undefined)	5	0.7	-8	-3	96	1	0.0	-1	-3
COc1ccc(Cl)cc1NC(=O)CN(C)C(=O)Cn1c(=O)oc2ccccc21	-2	5.1	-11	4	122	0	0.4	-2	-8
c1cncc(CSc2nnc3ccc(-c4cccs4)nn23)c1	-2	-0.6	-25	5	103	0	0.4	-9	0
C=CCc1ccccc1OCC(O)CN(C(C)C)C(C)C (centres undefined)	2	-3.6	-9	0	104	-5	0.1	-6	0
Cc1ccc(N2CC(C(=O)OCC(=O)c3ccc([N+](=O)[O-])cc3)CC2=O)cc1 (centres undefined)	2	-0.3	3	-2	116	2	0.0	-2	-2
CC1(C)Cc2c(C#N)c(NCCN3CCOCC3)nc(-c3ccco3)c2CO1	0	0.1	11	4	100	0	0.0	9	-6
COc1ccccc1NC(=O)N1CCc2c([nH]c3ccccc23)C1C(F)(F)F (centres undefined)	-1	2.5	-7	4	104	-2	-0.1	-11	-1
Cc1cc(C)cc(NC(=S)/C(=C(\[O-])c2ccc(Cl)cc2Cl)[n+]2ccccc2)c1	-3	5.4	-8	0	101	-1	0.1	-8	3
CS(=O)(=O)N1CCN(CC2CC3C=CC2C3)CC1 (centres undefined)	5	-0.9	2	3	103	-1	0.0	1	0
O=C(NCc1ccco1)c1cc(S(=O)(=O)N2CCCC2)ccc1Cl	0	0.2	5	-6	99	-1	0.0	-8	0
O=C(Nc1ccc(CN2CCOCC2)cc1)c1ccc(Br)cc1	5	1.2	-5	2	97	4	-0.1	-3	3
CCC(=O)N1CCN(C(=O)CC)C1c1ccccc1	1	-0.3	0	1	82	1	-0.1	5	3
Cc1cc(C)n2cc(CSC3=NCCS3)nc2n1	5	-1.1	8	-1	96	0	0.0	12	1
O=C(NCc1ccccc1)C1Nc2ccc(OC(F)(F)F)cc2C2C=CCC12 (centres undefined)	1	-1.7	-1	1	105	3	0.1	-12	-4
Cc1ccc(NC(=O)Cn2nnc(C(=O)NCCc3ccccc3)c2N)cc1Cl	-7	0.7	-14	-13	102	-7	0.2	-1	-11
Cc1ccc(Nc2nc(N)nc(CN3CCN(c4ccccc4F)CC3)n2)cc1	-1	-2.0	-4	-7	98	-2	0.0	-7	1
O=C(/C=C/c1cccc([N+](=O)[O-])c1)NCCN1C(=O)S/C(=C\c2ccc(F)cc2)C1=O	0	-0.7	4	-9	88	0	-0.2	24	-7
Cc1cccc(NC(=O)CSc2nnc3ccc(-c4ccccn4)nn23)c1	-3	-1.0	7	2	84	2	-0.1	-10	1

(cont.)
Compound	BCLXL inh	MEX-5 binding	EBNA-1 inhibitor	GLD-1 TGE inh	CR mimetic SO	Fam108B inh	Efflux pump mplx	ZTA DNA inh	MCL1 BIM primary
O=C(Nc1ccc(N2C(=O)c3cccc4cccc(c34)C2=O)cc1)c1ccc(N2CCCCC2)c([N+](=O)[O-])c1	0	0.6	-4	1	91	-3	0.1	-6	0
Cc1ccccc1NC(=O)C(=O)NCCc1ccccc1	9	0.1	8	-2	95	2	0.8	-4	11
Cn1cc(Br)c(C(=O)NNC(=O)c2ccccc2)n1	3	-6.8	12	2	116	1	0.0	18	11
CC1CN=C(NC(=O)c2cccc([N+](=O)[O-])c2)S1 (centres undefined)	12	-1.6	-3	3	105	2	-0.1	18	10
O=S(=O)(CCN1CCOCC1)c1ccc(Cl)cc1	7	nt	-5	8	100	-8	-0.1	-3	0
COc1ccc(NC2CCCN(C(=O)c3ccc(OC)cc3OC)C2)cc1 (centres undefined)	-3	0.1	-19	-1	107	2	0.1	-11	9
Cc1cc2nc(C)n(CCCNC(=O)Nc3ccc(F)cc3)c2cc1C	1	2.8	3	3	108	4	0.0	11	2
CCOC(=O)C1=C(C)N(C)C(=S)NC1c1cccc(Cl)c1Cl (centres undefined)	-2	2.2	-3	-2	79	0	-0.2	7	7
O=C(Cc1ccc(S(=O)(=O)N2CCOCC2)s1)N1CCN(c2ccc(C(F)(F)F)cc2[N+](=O)[O-])CC1	1	0.0	-12	9	96	-1	0.1	-3	-1
COCCNC(=S)N/N=C(\C)c1cccc([N+](=O)[O-])c1	4	1.5	8	6	93	-4	-0.2	6	6
Cc1c(NC(=O)COC(=O)Cc2ccc(Br)cc2)c(=O)n(-c2ccccc2)n1C	-13	nt	nt	-1	105	nt	0.3	-6	-5
Cc1ccc(/C=N/NC(=O)c2nnn(-c3nonc3N)c2CN(C)C2CCCCC2)cc1	-2	0.6	-21	-1	94	-3	0.4	8	-4
COc1cccc(-c2cc(C(F)(F)F)nc(-n3ccc([N+](=O)[O-])n3)n2)c1	3	3.2	-3	0	94	-3	0.0	9	0

Compound activity (PubChem BioAssay)
